Screens: PubChem BioAssay, The Scripps Research Institute Molecular Screening Center
PME-1 primary: PME-1 (human) inhibition | 0.53% of 320,000 active | inhibition, % at 5.9 µM | recombinant PME-1, FP-Rh probe fluorescence polarization | Q9Y570;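 active = inhibition above the campaign mean of all compounds plus 3 SD, cut at about 26% in these data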;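 note: competitive labeling of PME-1 active site by serine hydrolase directed probe; 0% = PME-1 with DMSO and 100% = wells lacking PME-1 enzyme; inhibitors block probe labeling so polarization falls and inhibition rises; many of its hits are not listed in these tables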
PAD4 FP inh: inhibitors of human PAD4. inhibition, % at 6.36 µM. Q9UM07. recombinant PAD4, RCA probe fluorescence polarization. 0.41% of 330,000 active;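 active = percent inhibition above a cutoff equal to the mean of all tested compounds plus 3 SD, cut at about 15% in these data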;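 note: 0% = PAD4 with RCA probe and DMSO and 100% = probe without PAD4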
Target sequence (Q9UM07 whole entry, looked up): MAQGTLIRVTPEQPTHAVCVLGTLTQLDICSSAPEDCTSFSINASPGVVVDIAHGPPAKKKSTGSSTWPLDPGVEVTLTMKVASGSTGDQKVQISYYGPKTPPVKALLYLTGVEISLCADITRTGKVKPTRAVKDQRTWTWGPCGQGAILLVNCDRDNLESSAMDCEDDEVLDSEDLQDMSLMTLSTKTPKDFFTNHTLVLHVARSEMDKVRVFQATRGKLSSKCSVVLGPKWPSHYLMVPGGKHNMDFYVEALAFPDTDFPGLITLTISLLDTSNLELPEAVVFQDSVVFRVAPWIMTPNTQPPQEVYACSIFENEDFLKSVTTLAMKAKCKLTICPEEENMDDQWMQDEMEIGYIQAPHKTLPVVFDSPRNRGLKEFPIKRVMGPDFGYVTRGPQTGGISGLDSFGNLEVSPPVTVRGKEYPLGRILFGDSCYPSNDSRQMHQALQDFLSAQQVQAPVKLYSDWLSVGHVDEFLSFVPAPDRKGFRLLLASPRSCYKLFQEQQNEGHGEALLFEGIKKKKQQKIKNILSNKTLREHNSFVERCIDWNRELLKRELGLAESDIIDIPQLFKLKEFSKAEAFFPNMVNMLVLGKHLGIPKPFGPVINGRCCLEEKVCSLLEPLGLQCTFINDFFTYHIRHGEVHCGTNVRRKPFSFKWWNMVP
PAFAH1B2 FP inh: inhibitors of human PAFAH1B2. P68402. recombinant PAFAH1B2, FP-rhodamine activity probe, fluorescence polarization. inhibition, % at 3.39 µM. 1.2% of 340,000 active. AID 492953;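 active = inhibition above the mean of all tested compounds plus 3 SD, cut at about 24% in these data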;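 note: 0% = enzyme with DMSO and 100% = wells lacking PAFAH1B2; many of its hits are not listed in these tables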
LYPLA1 counter: blocks human lysophospholipase 1, a PME1 counter-screen; O75608; recombinant LYPLA1, FP-Rh probe fluorescence polarization; inhibition, % at 5.9 µM; 0.16% of 320,000 active; AID 2174;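 active = inhibition above the mean of all tested compounds plus 3 SD, set per campaign, cut at about 14% in these data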;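 note: inhibitors block serine hydrolase probe labeling of LYPLA1 so polarization falls; 0% = enzyme with DMSO and 100% = wells lacking LYPLA1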
GSTO1 inh: GSTO1 inhibition, counter-screen for RBBP9 inhibitors; P78417; recombinant GSTO1, activity-based probe fluorescence polarization; inhibition, % at 5.96 µM; 1.1% of 300,000 active; AID 1974;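 active = inhibition above the campaign mean inhibition plus 3 SD, cut at about 35% in these data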;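 note: 0% = GSTO1-1 with DMSO and 100% = wells lacking GSTO1-1 enzyme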
Fam108B counter: blocks mouse Fam108B hydrolase in RBBP9 counter-screen. recombinant Fam108B, FP-Rh probe fluorescence polarization. inhibition, % at 9.51 µM. 0.33% of 300,000 active. AID 1947;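 active = inhibition above the screen mean inhibition plus 3 SD, computed separately per campaign, cut at about 18% in these data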;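 note: inhibitors lower polarization as less probe binds the enzyme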
pPAFAH FP inh: inhibitors of human plasma PAF acetylhydrolase (pPAFAH). recombinant pPAFAH, FP-rhodamine probe fluorescence polarization. 1.5% of 330,000 active. inhibition, % at 3.39 µM. Q13093;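 active = inhibition above the mean inhibition across the screen plus 3 SD, cut at about 25% in these data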;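 note: inhibitors block binding of the rhodamine activity-based probe so polarization drops; 0% = enzyme with DMSO and 100% = wells lacking pPAFAH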
Target sequence (Q13093 whole entry, looked up): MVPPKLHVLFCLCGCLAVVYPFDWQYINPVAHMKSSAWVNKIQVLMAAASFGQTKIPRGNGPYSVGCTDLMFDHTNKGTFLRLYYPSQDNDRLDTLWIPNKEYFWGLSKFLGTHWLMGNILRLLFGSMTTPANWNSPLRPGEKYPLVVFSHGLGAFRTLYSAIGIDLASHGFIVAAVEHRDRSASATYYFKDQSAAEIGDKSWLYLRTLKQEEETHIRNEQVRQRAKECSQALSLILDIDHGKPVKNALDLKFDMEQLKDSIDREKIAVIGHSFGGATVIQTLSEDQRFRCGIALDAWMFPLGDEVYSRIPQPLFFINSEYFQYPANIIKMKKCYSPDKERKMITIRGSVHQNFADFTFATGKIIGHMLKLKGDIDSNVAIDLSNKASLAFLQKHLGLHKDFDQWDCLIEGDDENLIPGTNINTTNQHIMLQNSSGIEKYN
PAFAH2 inh: inhibitors of human PAFAH2. inhibition, % at 3.39 µM. recombinant PAFAH2, FP-rhodamine activity probe, fluorescence polarization. 0.99% of 340,000 active;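 active = inhibition above the mean over all tested compounds plus 3 SD, cut at about 30% in these data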;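 note: inhibitors block probe labeling of enzyme so polarization drops; 0% = enzyme with DMSO and 100% = wells lacking PAFAH2 protein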
PAFAH1B3 inh: PAFAH1B3 (human) inhibition. Q15102. recombinant PAFAH1B3, FP-rhodamine probe, fluorescence polarization. inhibition, % at 3.39 µM. 0.28% of 340,000 active;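 active = inhibition above the screen-wide average of all tested compounds plus 3 SD, cut at about 25% in these data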;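 note: 0% = enzyme with DMSO only and 100% = wells lacking PAFAH1B3 protein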
The depositor's hits bear a star; x = not tested or not shown. These rows are one share of the data; count on the stated rates, not on these rows.

SMILES	PME-1 primary	PAD4 FP inh	PAFAH1B2 FP inh	LYPLA1 counter	GSTO1 inh	Fam108B counter	pPAFAH FP inh	PAFAH2 inh	PAFAH1B3 inh
O=C(COc1cccc(Cl)c1)N/N=C\c1cc2ccccc2nc1Cl	-1	-1	-3	-1	6	-1	0	-5	3
O=C(Nc1nnc(-c2ccccc2Cl)s1)C1CCN(S(=O)(=O)c2ccc(Cl)cc2)CC1	3	-9	0	-3	2	3	-4	-2	-1
CCN(CC)c1nc(N)c2c(N)n(-c3ccccc3C)c(=S)c(C#N)c2c1C#N	10	-1	25*	3	-6	20*	47*	43*	12
O=C(/C=C/c1ccccc1)NCCc1c[nH]c2ccccc12	-1	1	4	-1	2	-1	11	4	11
CCOC(=O)N1CCN(C(=O)c2ccc(OCC)c(OCC)c2)CC1	1	-2	-3	1	5	2	1	-3	7
COc1ccc(-c2noc(C3CCCN(C(=O)c4cccc(F)c4)C3)n2)cc1 (centres undefined)	5	-3	-8	5	3	0	10	7	1
CS(=O)(=O)c1ccc(Cl)c(NC(=O)CSc2nnc(-c3cccs3)n2N)c1	3	4	-2	-4	x	x	1	-5	10
CCOC(=O)c1cccc(NS(=O)(=O)c2c(C)[nH]c(C)c2C(=O)N2CCCC2)c1	7	0	7	1	11	3	1	2	12
COc1ccc(CCNC(=O)CSc2nncs2)cc1	-1	-4	2	0	-2	0	7	7	4
CO/N=C/NC(=O)c1ccc([N+](=O)[O-])c(CS(=O)(=O)c2ccc(Cl)cc2)c1	-4	-1	4	1	-5	-1	2	-8	7
Cc1cc(NC(=O)CSc2nnc(-c3cccnc3)n2Cc2ccccc2)no1	1	5	1	0	3	-2	2	6	10
Cc1ccc(C(=O)Nc2cccnc2)cc1S(=O)(=O)N1CCOCC1	-3	-4	5	0	2	3	3	6	7
CCCOC(=O)c1cc(=O)[nH]c2ccccc12	-2	0	5	3	6	-1	3	-7	-1
O=C(Nc1ccccc1)N1CCN(Cc2ccc(Cl)cc2)CC1	-6	2	3	-1	5	0	1	8	3
CC1=C(C(=O)OC(C)C)C(c2cccc(F)c2)n2ncnc2N1 (centres undefined)	6	-3	8	2	1	3	0	-4	1
CCN(CC)CCCn1c(=S)[nH]c2cc(Cl)ccc2c1=O	-5	0	0	-4	-1	4	4	-8	-2
Cc1ccc(S(=O)(=O)N(C)C)cc1NC(=O)COC(=O)Cc1cccs1	0	2	3	-2	-2	-2	16	0	3
COc1ccc(CCn2nnnc2C(c2ccc(Cl)cc2)N2CCN(C)CC2)cc1OC (centres undefined)	-4	-9	-1	4	0	3	-3	-1	-8
CN1C(C(=O)NCc2ccco2)CC2Cn3c(nc4ccccc43)C21 (centres undefined)	0	-8	1	-2	6	0	0	2	-4
O=C1C=C(NCc2ccc(Cl)cc2Cl)C2(CCCCC2)O1	1	-3	2	1	-8	2	0	-2	5
O=c1c2ccc(Cl)cc2[nH]c(=S)n1CCCN1CCOCC1	-5	-1	0	0	10	2	0	-3	1
O=C(NCCOc1ccccc1)c1cncc(Br)c1	-4	6	-2	2	8	4	-6	-1	6
Cc1cc(C)n(CCN(C)c2nc3nonc3nc2N2CCCCC2)n1	-2	-3	2	0	11	0	6	-2	8
O=C(CSc1nnc(-c2ccc3c(c2)OCCO3)o1)NC1CCCCC1	-1	-4	x	-1	-1	2	-2	x	x
O=C(CSc1ccc2nnc(-c3ccccc3)n2n1)N1CCCCC1	3	1	3	7	11	-3	4	3	2
CCN(CC)CCSc1nc2ccccc2c(=S)n1-c1ccccc1	1	0	x	0	-5	0	0	x	x
Cc1ccc(NC(=O)C2CCC(N3C(=O)C4CCCCC4C3=O)CC2)cc1 (centres undefined)	4	-4	0	3	5	-3	5	-1	2
CCN1CCN(C(=O)c2cc3cc4ccc(OC)cc4nc3s2)CC1	5	1	4	-3	5	2	2	-1	-14
COC(=O)C1=C(C)N(Cc2ccccc2)C(=O)N[C@H]1c1cccs1	25	-1	0	-5	4	-5	7	3	-2
Cc1ccc(C(c2cc(Br)ccc2O)N2CCSCC2)cc1 (centres undefined)	-3	1	7	-3	2	-3	0	-6	7
CN(C)c1ccc(C(CNS(=O)(=O)c2ccc(F)c(F)c2)c2c[nH]c3ccccc23)cc1 (centres undefined)	2	2	4	-5	-5	4	21	-4	9
CCOc1ccc(Br)cc1S(=O)(=O)Nc1ccc(C(=O)Nc2ccccc2OC)cc1	-12	-3	-1	-11	-6	-9	29*	-4	-6
CN1C(=O)C(C)(C)c2cc(S(=O)(=O)N3CCCCCC3)ccc21	-10	-9	2	-5	0	7	1	1	-3
CCC(=O)N1CCc2cc(S(=O)(=O)NCCC(=O)N3CCN(c4cccc(C)c4)C(C)C3)ccc21 (centres undefined)	9	4	10	-2	10	1	1	-2	0
O=C(NCc1ccccn1)c1cccc(NS(=O)(=O)c2cccc(Cl)c2)c1	3	-1	-1	-5	0	4	7	-10	4
O=C(O)C1CC(=O)N(C2CCCCCC2)C1 (centres undefined)	-3	-5	4	0	-2	1	2	7	5
Cc1cccc(C#Cc2ccccc2)n1	-6	-5	3	-3	6	4	-2	-1	9
CCN(Cc1ccccc1)S(=O)(=O)c1ccc(C(=O)N(CCCN(C)C)c2nc3ccc(F)cc3s2)cc1	-3	-4	1	-4	-1	0	0	-6	1
O=C1CC(C(=O)N2CCN(c3ccccc3)CC2)CN1Cc1ccccc1 (centres undefined)	x	-14	7	x	x	x	-4	2	10
O=C(COc1ccccc1)NC1CCCc2ccccc21 (centres undefined)	3	-2	2	2	-3	-4	5	4	4
Cc1cnc(C(=O)OCC(=O)Nc2ccccc2-c2ccccc2)cn1	4	-8	3	2	x	x	-5	3	0
O=[N+]([O-])c1cccc(NC(=S)Nc2nc(-c3ccc(Cl)cc3Cl)cs2)c1	9	-6	x	-8	-14	-16	7	x	x
Cc1cc(NC(=O)CSc2nnc(C3COc4ccccc4O3)o2)no1 (centres undefined)	-1	-5	0	0	-5	2	1	-7	2
COc1ccccc1Nc1ncnc2sccc12	3	-3	5	0	-6	-1	4	3	4
CCN(CC)CCc1nc(-c2ccccc2)no1	-2	-5	1	-1	3	2	0	0	29*
Cc1ccc2c(c1)-c1c(ssc1=S)C(C)(C)N2C(=O)CN1C(=O)c2ccccc2C1=O	-4	0	2	-1	0	-2	-1	10	0
CCN(Cc1ccccc1)S(=O)(=O)c1cc(C(=O)OC)n(C)c1	-6	-3	16	-1	-1	3	-2	-6	-2
CC(=O)CC1(C)OC(N)=C(C#N)C1(C#N)C#N (centres undefined)	-3	4	1	0	6	-8	8	1	7
COc1ccc(NC(=O)c2cccs2)cc1	3	-2	-6	3	2	5	0	5	3
COc1cc(OC)c2c(-c3ccccc3)cc(=O)oc2c1C(CC(=O)N1CCCC1)c1ccc2c(c1)OCO2 (centres undefined)	0	0	2	-5	-5	-2	6	2	-3
CCOc1nc(NCCN2CCOCC2)nc(NC(C)C)n1	0	-2	6	1	0	1	2	-7	2
Cc1cc(C)nc(SCc2nnc(SCC(=O)Nc3nc(-c4ccccc4)cs3)n2-c2ccccc2)n1	-14	-2	-9	-8	-12	-15	0	-18	-8
COc1cccc(NC(=S)NC2CC3CCCC(C2)N3C2CCCC2)c1 (centres undefined)	-6	-11	1	3	21	2	0	-5	5
Cc1sc(NC(=O)/C=C/c2ccco2)c(C(=O)OC(C)C)c1C	0	-9	-3	-1	3	-3	5	-3	-6
Cc1sc2ncnc(NCC3COc4ccccc4O3)c2c1C (centres undefined)	1	-3	2	6	0	-2	6	0	-4
Cc1ccccc1NC(=S)/C(=C(\[O-])c1cc(C)n(Cc2ccccc2Cl)c1C)[n+]1ccccc1	6	-6	-2	3	8	3	11	8	0
c1ccc(CSc2nnc(-c3ccco3)n2Cc2ccco2)cc1	4	3	5	3	-9	-2	10	8	0
O=C(NCCSCc1c(F)cccc1Cl)c1ccc(CN2CCOCC2)cc1	0	-3	2	-2	-2	1	1	4	3
Cc1ccc(S(=O)(=O)N2CCN3CCCC3C2)cc1 (centres undefined)	-4	5	4	0	3	1	0	-2	12
CCc1ccc(OCc2nnc(SCC(=O)Nc3cccc(C(=O)N4CCOCC4)c3)o2)cc1	6	-7	-2	0	5	-1	1	1	-5

Carrying on.
SMILES	PME-1 primary	PAD4 FP inh	PAFAH1B2 FP inh	LYPLA1 counter	GSTO1 inh	Fam108B counter	pPAFAH FP inh	PAFAH2 inh	PAFAH1B3 inh
Cc1ccc2nc(SCC(=O)NCCCN3CCCC3=O)[nH]c2c1	0	0	12	0	x	x	8	-1	4
Cn1cc(Br)c(C(=O)N2CCc3ccccc32)n1	0	-2	0	3	-2	-2	4	-2	9
O=c1c2cnn(-c3ccccc3)c2ncn1CCc1ccccc1	-1	-5	3	0	-4	-1	2	7	-1
CSc1cccc(NC(=O)/C=C/c2ccc(Cl)cc2)c1	-94	0	-9	-29	-18	-37	-31	-26	-17
Cc1cc(C)nc(NC(=O)c2cc(-c3ccc4c(c3)OCO4)nc3ccccc23)c1	-6	-13	-1	0	-9	-1	-2	-7	11
Cc1oc(/C=N/NC(=O)CC2(C)OCCO2)cc1Br	1	-6	-5	-2	-8	-3	3	-1	2
CN(C)CCNC(=O)CN1C(=O)COc2ccc(C(C)(C)C)cc21	-2	0	15	0	-4	-2	6	-7	6
O=C(C1=C(O)C(=O)N(CC2CCCO2)C1c1ccccc1[N+](=O)[O-])c1ccco1 (centres undefined)	2	6	1	0	9	2	11	-6	1
O=C(COc1cccc(F)c1)NNC(=O)Cc1ccc(Br)cc1	-2	-3	10	-6	x	x	-1	0	-1
Cc1cc(Cl)ccc1NNC(=O)c1c(C)noc1C	-5	-5	2	-4	11	-2	1	5	2
O=C(NC1CCCCCC1)C1CCN(c2nc3ccccc3o2)CC1	-3	-2	-5	-2	-3	-1	1	0	4
CC1(C(=O)Nc2ccc3c(c2)OCCO3)CC1(Cl)Cl (centres undefined)	0	1	-1	-2	-1	-2	0	4	12
O=C(O)c1cccc(NC(=S)N/N=C/c2cccnc2)c1	-6	-1	3	0	2	1	2	3	-5
CCc1ccc(CNc2ccc3c(c2)ncn3C(C)(C)C)cc1	-2	2	13	-1	5	0	10	-5	10
Cc1c(C#N)c2ncn(Cc3ccccn3)c(=O)c2n1-c1ccccc1	-1	-3	-1	1	1	2	-1	-1	1

Structural class, those above with a nitro group on carbon
SMILES	PME-1 primary	PAD4 FP inh	PAFAH1B2 FP inh	LYPLA1 counter	GSTO1 inh	Fam108B counter	pPAFAH FP inh	PAFAH2 inh	PAFAH1B3 inh
CO/N=C/NC(=O)c1ccc([N+](=O)[O-])c(CS(=O)(=O)c2ccc(Cl)cc2)c1	-4	-1	4	1	-5	-1	2	-8	7
O=[N+]([O-])c1cccc(NC(=S)Nc2nc(-c3ccc(Cl)cc3Cl)cs2)c1	9	-6	x	-8	-14	-16	7	x	x
O=C(C1=C(O)C(=O)N(CC2CCCO2)C1c1ccccc1[N+](=O)[O-])c1ccco1 (centres undefined)	2	6	1	0	9	2	11	-6	1

The results go on.
SMILES	PME-1 primary	PAD4 FP inh	PAFAH1B2 FP inh	LYPLA1 counter	GSTO1 inh	Fam108B counter	pPAFAH FP inh	PAFAH2 inh	PAFAH1B3 inh
CCC(=O)NC(=S)Nc1ccccc1C(F)(F)F	-11	5	3	3	3	0	0	0	1
CCCn1c(=O)n(C)c(=O)c2c(SCC(=O)Nc3cc(C)on3)nc(C(C)(C)C)nc21	-3	2	2	-4	x	x	0	-4	-2
CCCCCCNC(=O)CC(NS(=O)(=O)c1ccc(NC(C)=O)cc1)C(C)C (centres undefined)	6	-6	-1	2	2	-2	4	-2	-4
OCc1ccccc1NC(=S)Nc1cccnc1	-7	-2	0	-2	-4	2	1	-6	6
